Bioassay records as filed in PubChem BioAssay.
HTR1A agonist: activates the human 5-HT1a serotonin receptor; activation, % at 10 µM; 0.56% of 65,000 active; CHO 5-HT1a Ga15 NFAT-bla reporter, FRET ratio; 0% basal, 100% maximal reference agonist; AID 567; P08908;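 active means activation above the screen-wide mean activation plus 3 SD, cut at about 19% in these data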;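 further: 0% = DMSO wells and 100% = 5-CT at EC100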
TNAP act mid DEA: activates human TNAP at intermediate phosphate acceptor concentration; P05186; purified TNAP, CDP-star luminescence, 100 mM DEA, 30 min; active compounds read high; scale: 0 levamisole-inhibited, 1 vehicle-only enzyme; activation factor at 20 µM; 64,000 tested, under 10 active;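 active means activation factor of at least 2 at 20 µM, relative to controls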
Target sequence (P05186 whole entry, looked up): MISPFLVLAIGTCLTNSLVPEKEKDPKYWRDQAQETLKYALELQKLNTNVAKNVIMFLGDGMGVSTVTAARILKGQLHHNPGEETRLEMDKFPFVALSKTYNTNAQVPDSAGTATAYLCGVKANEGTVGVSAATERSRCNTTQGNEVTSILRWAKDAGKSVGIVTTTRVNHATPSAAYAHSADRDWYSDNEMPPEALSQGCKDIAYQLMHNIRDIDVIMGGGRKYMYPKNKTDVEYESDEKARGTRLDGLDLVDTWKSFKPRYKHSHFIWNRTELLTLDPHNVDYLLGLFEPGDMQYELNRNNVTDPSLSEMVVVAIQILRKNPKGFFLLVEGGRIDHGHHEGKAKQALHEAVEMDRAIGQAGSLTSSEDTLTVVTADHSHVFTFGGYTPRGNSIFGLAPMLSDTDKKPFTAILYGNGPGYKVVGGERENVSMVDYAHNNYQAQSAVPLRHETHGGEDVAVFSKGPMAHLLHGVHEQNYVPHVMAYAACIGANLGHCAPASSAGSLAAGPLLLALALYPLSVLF
Abs 340nm: compounds absorbing at 340 nm | compound absorbance at 340 nm, fold over control | fold change at 10 µM | 65,000 tested, under 10 active;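 active means at 10 µM dose, initial 340 nm absorbance at least 2 fold that of control wells; inactive means change under 2 fold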;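 further: initial absorbance extrapolated from kinetic A340 decline of NADH oxidation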
5HT1a antag: 5-HT1a (human) receptor antagonism | CHO 5-HT1a Ga15 NFAT-bla reporter, antagonist mode | inhibition, % at 10 µM | 0.68% of 62,000 active | AID 612;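 active means inhibition above the mean of all tested compounds plus 3 SD, cut at about 43% in these data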;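 further: receptor stimulated by 5-CT agonist at 100 nM near EC80; beta-lactamase reporter measured by ratiometric fluorescence of a cleavable substrate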
SF-1 act: activates the human nuclear receptor SF-1 | activation, % at 10 µM | 1.9% of 65,000 active | AID 522 | CHO-K1 Gal4-SF-1 LBD luciferase reporter; % increase over DMSO SF-1-specific signal;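 active means activation above the mean activation of all tested compounds plus 3 SD, cut at about 50% in these data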
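Test system: CHO-K1 cells co-transfected with Gal4 DBD–human SF-1 LBD, 5xGal4 luciferase reporter. Quantity: 4,000 cells per well. Compound: 10 µM only. Incubation: compound added 1 h post-seeding, 20 h exposure at 37 °C, 5% CO2. Detection: SteadyLite luciferase luminescence. Replication: one test per compound.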
MMP13 inh: blocks human MMP13 activity. AID 570. 0.07% of 65,000 active. MMP-13 fTHP FRET cleavage, Mca fluorescence. P45452. inhibition, % at 4 µM;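 active means inhibition above the mean of compound-free control plate wells plus 3 SD, cut at about 14% in these data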;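 further: 0% = DMSO wells and 100% = wells with reference MMP-13 inhibitor after basal subtraction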
Autofluor 339: intrinsic fluorescence of library compounds, ex339/em460 – biochemical, MLSMR library, data from DPM-DC assay, artefact control, profiling panel | compound autofluorescence, ex339/em460 nm, NADH buffer; active compounds read high; 1 = no-compound wells, NADH background | fluorescence fold increase at 10 µM | 5.5% of 65,000 active;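 active means at 10 µM, mean starting fluorescence two-fold or more over control wells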;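 further: signal is the first read of a kinetic run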
NADH coupling: inhibition of NAD/NADH coupling enzymes, library profiling. 0.02% of 65,000 active. IC50, µM (doses to about 10 µM), inactives show top-dose inhibition. AID 774. coupled PK/LDH NADH assays, four targets;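 active means single-dose screening hits from any of four coupled enzyme assays that gave an IC50 when retested across doses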;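 further: the DPM-DC format reads NADH fluorescence rather than 340 nm absorbance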
RORA act: RORA (human) activation | activation, % at 10 µM | 1.5% of 65,000 active | P35398 | CHO-K1 Gal4-RORA LBD luciferase reporter, luminescence; percent increase over mock-subtracted basal signal;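 active means activation above the mean of all tested compounds plus 3 SD, cut at about 49% in these data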;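 further: 0% = DMSO-treated RORA cells and 100% = added signal equal to DMSO minus mock-transfected cells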
Target sequence (P35398 whole entry, looked up, the tested form may be a part): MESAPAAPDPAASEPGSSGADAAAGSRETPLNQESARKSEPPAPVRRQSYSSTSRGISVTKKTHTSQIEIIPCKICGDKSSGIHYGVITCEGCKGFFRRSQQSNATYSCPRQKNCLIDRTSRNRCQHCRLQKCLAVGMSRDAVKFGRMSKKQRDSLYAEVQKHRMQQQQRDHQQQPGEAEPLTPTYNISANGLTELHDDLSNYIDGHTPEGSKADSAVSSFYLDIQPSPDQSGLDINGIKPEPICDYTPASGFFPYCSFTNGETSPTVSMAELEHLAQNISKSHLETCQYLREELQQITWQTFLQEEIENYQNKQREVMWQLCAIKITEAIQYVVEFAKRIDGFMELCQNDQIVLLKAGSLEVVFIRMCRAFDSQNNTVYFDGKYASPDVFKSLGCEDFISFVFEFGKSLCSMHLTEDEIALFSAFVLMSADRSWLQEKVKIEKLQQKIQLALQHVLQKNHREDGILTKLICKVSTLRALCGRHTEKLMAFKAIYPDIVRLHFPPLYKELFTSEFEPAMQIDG
Starred values were filed as active, the others as inactive; nt = not tested or not shown; [ ] = dose if it differs, or a comment.

Order of results – HTR1A agonist | TNAP act mid DEA | Abs 340nm | 5HT1a antag | SF-1 act | MMP13 inh | Autofluor 339 | NADH coupling | RORA act
> CCS(=O)(=O)N1Cc2ccccc2CC1C(=O)N1CCN(c2ccccc2)CC1 (configuration not stated)
→ 0.7 | nt | 1 | -5 | 20 | -5 | 1 | 4% | -32
> COc1ccc(Nc2nc3ccccc3nc2C)cc1
→ -1.9 | 0.9 | 1 | 16 | 11 | -1 | 1.1 | 2% | 6
> Cc1cccc(N=c2oc3cc(O)ccc3cc2C(N)=O)c1
→ 64* | 0.8 | 1.1 | -190 | 39 | -232[fluorescence artefact?] | 3.7* | 8% | 35
> O=C(CCn1c(=O)oc2ccccc21)Nc1nccs1
→ -3.0 | 1 | 1 | 5 | 12 | 1 | 1.1 | 7% | 16
> O=C(Nc1ccc2c(c1)nc1n2CCSC1)c1ccco1
→ -1.5 | 0.9 | 1 | 0 | -26 | 3 | 1.2 | 1% | -26
> CC(=O)N1CC2(C)CN(C(C)=O)CC(C)(C1)C2
→ -2.0 | 0.9 | 1 | 12 | 10 | 3 | 1.1 | 7% | -21
> CCN(CC)S(=O)(=O)c1cc(C)c(C)cc1Br
→ 0.5 | 1 | 1 | 10 | 1 | 1 | 1 | 1% | -5
> C=CCn1c(N)c(C(=O)Nc2ccccc2OC)sc1=S
→ 0.1 | 0.9 | 1.1 | -4 | 2 | 7 | 1.1 | 4% | -8
> Cc1occc1C(=O)n1cnc2ccccc21
→ -1.3 | 1 | 1 | -2 | 6 | -3 | 1.1 | 5% | -3
> Cc1noc(/C=C/c2ccco2)c1S(=O)(=O)N1CCC(C(=O)N(C)Cc2ccccc2)CC1
→ -2.0 | 0.9 | 1.1 | 7 | 8 | 3 | 1.2 | 3% | -12
> CC1(C)N=C(c2cccc(F)c2)C(=O)N1
→ -0.8 | 1 | 1 | 3 | -5 | 2 | 1.1 | 7% | 9
> Cc1ccc(NC(=O)c2cc(NC(=O)C3CC=CCC3C(=O)O)ccc2N2CCOCC2)cc1 (configuration not stated)
→ 1.0 | 0.9 | 1 | -5 | 11 | 1 | 1 | 5% | 3
> CCOC(=O)Cn1c(=O)c2c(nc3n2CCN3c2ccc(C)cc2)n(C)c1=O
→ -0.2 | 0.9 | 1.1 | 2 | -1 | 0 | 1.8 | 10% | -25
> O=C(c1ccccc1)N1CCn2c(nc3ccccc32)C1
→ -5.7 | 1 | 1.1 | -8 | 2 | 6 | 1 | 6% | -15
> N#CC1=C(SCc2ccccc2)NC2=C(C(=O)CCC2)C1c1ccc2c(c1)OCO2 (configuration not stated)
→ 2.4 | 0.9 | 1.1 | nt | 0 | 2 | 1 | 5% | -11
> CC(=O)N1CCN(c2ccccc2NC(=O)COc2ccc(Cl)cc2Cl)CC1
→ 2.3 | 1 | 0.97 | 29 | 7 | -11 | 0.97 | 2% | -10
> CC(=O)N1CCCc2cc(S(=O)(=O)Nc3ccc4c(c3)OCO4)ccc21
→ -2.0 | 0.9 | 0.98 | 27 | 9 | 1 | 1.1 | 7% | -8
> CC(=O)Cc1nsc(NC(=O)c2ccc(-c3cccc(C(F)(F)F)c3)o2)n1
→ -5.0 | 0.9 | 1.3 | 11 | -3 | 2 | 1.1 | 12% | -15
> COc1ccc(OC)c2c1sc(=NC(=O)C(C)C)n2C
→ -1.3 | 0.9 | 1.1 | 3 | -3 | 2 | 1.1 | 7% | -7
> CCOc1cccc(C(=O)N2CCCCC2c2cccnc2)c1 (configuration not stated)
→ -0.9 | 0.9 | 0.97 | 8 | 1 | 8 | 1.1 | 3% | 4
> COc1ccc(-n2c(Cc3cc(=O)[nH]c(=O)[nH]3)nnc2SCc2ccccc2)cc1
→ -4.3 | 0.8 | 1.1 | 1 | 4 | 1 | 1.1 | 4% | -22
> COc1ccccc1N1CCN(C(=O)c2cc3n(n2)C(C(F)(F)F)CC(c2ccco2)N3)CC1 (configuration not stated)
→ -4.5 | 0.9 | 0.99 | -7 | 6 | -1 | 1.1 | 5% | -4
> COc1ccc(C(=O)NCC(=O)Nc2ccccc2)cc1OC
→ -1.0 | 0.9 | 1 | -2 | 7 | 0 | 1 | 6% | -7
> CC(=O)N1c2c(cc(Br)cc2S(=O)(=O)N2CCN(C(=O)c3ccco3)CC2)CC1C (configuration not stated)
→ 3.1 | 0.9 | 1 | -11 | 3 | -7 | 1.1 | 3% | 5
> O=C(C1CCN(S(=O)(=O)c2ccc3c(c2)OCCO3)CC1)N1CCc2ccccc21
→ 0.5 | 1 | 1 | -19 | 1 | 2 | 1.1 | 1% | 0
> CCCOc1ccc(Cn2cnc3ccccc32)cc1
→ 1.6 | 1 | 1 | 24 | -4 | 3 | 1.1 | 5% | -9
> C=CCc1cc(OC)ccc1OCC(O)CN1CCN(c2ccc(OC)cc2)CC1 (configuration not stated)
→ -4.3 | 0.9 | 0.98 | 37 | -9 | -8 | 1.1 | 6% | 0
> COCc1nnc(NC(=O)c2ccc(S(=O)(=O)N(C)C3CCCCC3)cc2)o1
→ -1.6 | 0.9 | 1 | 5 | -1 | -4 | 1.1 | 7% | -14
> Cc1cc(NS(=O)(=O)c2ccccc2)cc(Cl)c1O
→ -2.0 | 1 | 1 | 9 | 2 | 0 | 1.1 | 3% | -5
> CCOC(=O)c1c(NC(=O)CSc2nnnn2-c2ccc3c(c2)OCO3)sc(C)c1C
→ 0.3 | 0.8 | 1.1 | 5 | 9 | 1 | 1.1 | 6% | -13

HTR1A agonist, what is marked active above.
SMILES	HTR1A agonist	TNAP act mid DEA	Abs 340nm	5HT1a antag	MMP13 inh	Autofluor 339	NADH coupling
Cc1cccc(N=c2oc3cc(O)ccc3cc2C(N)=O)c1	64*	0.8	1.1	-190	-232[fluorescence artefact?]	3.7*	8%

Exported as tab-separated lines: 2 of the compounds above
Molecule	HTR1A agonist	TNAP act mid DEA	Abs 340nm	5HT1a antag	SF-1 act	MMP13 inh	Autofluor 339	NADH coupling	RORA act
COc1ccccc1N1CCN(C(=O)c2cc3n(n2)C(C(F)(F)F)CC(c2ccco2)N3)CC1 (configuration not stated)	-4.5	0.9	0.99	-7	6	-1	1.1	5%	-4
COc1ccc(C(=O)NCC(=O)Nc2ccccc2)cc1OC	-1.0	0.9	1	-2	7	0	1	6%	-7

Next part:
Order of results – HTR1A agonist | TNAP act mid DEA | Abs 340nm | 5HT1a antag | SF-1 act | MMP13 inh | Autofluor 339 | NADH coupling | RORA act
> CCCCN(CC)CCNC(=O)Cn1cnc2sc(C)c(S(=O)(=O)N3CCOCC3)c2c1=O
→ -0.3 | 1 | 0.98 | -2 | -10 | 3 | 1.1 | 5% | 6
> Cn1c(=O)c2c(nc(CN3CCc4ccccc4C3)n2CC(=O)c2ccccc2)n(C)c1=O
→ -0.1 | nt | 0.99 | 7 | -7 | -1 | 1.1 | 4% | -8
> Cc1ccccc1C(=O)N1CCC(C(=O)Nc2ccc(S(=O)(=O)N3CCCC3)cc2)CC1
→ -0.3 | 0.9 | 1 | -6 | 14 | 4 | 1 | 2% | 4
> CCC(C)(C(=O)NC1CCCC1)N(Cc1ccco1)C(=O)c1ccc2c(c1)OCO2 (configuration not stated)
→ -1.9 | 1 | 0.97 | 49* | -23 | 2 | 1.1 | 5% | -23
> CN(CCCNC(=O)C1CCN(S(=O)(=O)c2cccc3nsnc23)CC1)Cc1ccccc1
→ 0.0 | 0.9 | 1 | 9 | -12 | -1 | 1 | 5% | 0
> CCOC(=O)CCNC(=O)Nc1ccc2nc(C)n(Cc3ccccc3Cl)c(=O)c2c1
→ -2.4 | 1 | 1 | 11 | 3 | -10 | 1.3 | 3% | 8
> CC1CCCCC1NC(=O)COc1ccc(-n2cnnn2)cc1 (configuration not stated)
→ 0.7 | 1 | 1 | -4 | 8 | 3 | 1 | 1% | -16
> O=S(=O)(NCCc1csc(-c2cccnc2)n1)c1ccc2c(c1)OCCO2
→ -1.4 | 1 | 1 | 12 | 5 | -3 | 1.1 | 5% | -5
> COc1ccccc1CNc1ncnc2c1cnn2-c1ccccc1
→ -2.8 | 1 | 1 | 20 | 21 | -3 | 1.1 | 1% | 23
> CCOC(=O)C1=C(C)Nc2ncnn2C1c1cc(Br)ccc1F (configuration not stated)
→ -3.1 | 0.9 | 1 | -4 | 2 | 2 | 1.1 | 5% | 6

Profiles from above:
Results for `O=C(Nc1ccc2c(c1)nc1n2CCSC1)c1ccco1` → HTR1A agonist = -1.5; TNAP act mid DEA = 0.9; Abs 340nm = 1; 5HT1a antag = 0; SF-1 act = -26; MMP13 inh = 3; Autofluor 339 = 1.2; NADH coupling = 1%; RORA act = -26
Results for `Cn1c(=O)c2c(nc(CN3CCc4ccccc4C3)n2CC(=O)c2ccccc2)n(C)c1=O` → HTR1A agonist = -0.1; TNAP act mid DEA = nt; Abs 340nm = 0.99; 5HT1a antag = 7; SF-1 act = -7; MMP13 inh = -1; Autofluor 339 = 1.1; NADH coupling = 4%; RORA act = -8

Next structures follow.
Order of results – HTR1A agonist | TNAP act mid DEA | Abs 340nm | 5HT1a antag | SF-1 act | MMP13 inh | Autofluor 339 | NADH coupling | RORA act
> Clc1ccccc1C(c1nnnn1Cc1ccco1)N1CCN(Cc2ccco2)CC1 (configuration not stated)
→ -1.7 | 0.8 | 1 | -8 | -4 | 0 | 1.1 | 6% | -10
> CCC(c1nc2ccccc2c(=O)n1CCCn1ccnc1)N1C(=O)c2ccccc2C1=O (configuration not stated)
→ -1.3 | 0.8 | 1 | -6 | 9 | -14 | 1.1 | 8% | 6
> CCC(C)[C@H](N)c1nnc(SCC(=O)Nc2cccc(Cl)c2)o1 (some centres not stated)
→ -0.3 | 0.9 | 1 | -11 | 1 | 2 | 1.1 | 6% | -1
> Cc1ccc2cc(C)c3nnc(SCC(=O)NCc4ccco4)n3c2c1
→ 1.4 | 0.9 | 1 | -6 | -9 | 4 | 1.2 | 17% | -4
> CCOC(=O)c1oc2ccccc2c1NC(=O)c1ccc2c(c1)OCO2
→ -0.5 | 0.9 | 1 | 20 | -14 | -1 | 1.6 | 6% | -13
> Cc1ccccc1CS(=O)(=O)CCC(=O)NCc1ccccn1
→ -2.4 | 0.9 | 0.98 | -3 | 0 | 1 | 1 | 6% | 4
> O=C(CSc1nnnn1C1CCCC1)NCc1ccc2c(c1)OCO2
→ 1.8 | 0.9 | 0.98 | 10 | 2 | 3 | 1 | 1% | 10
> Cc1noc(C)c1S(=O)(=O)N1CCCC(C(=O)NCCc2ccccc2)C1 (configuration not stated)
→ -2.4 | 1 | 1 | 6 | 19 | -4 | 1.1 | 8% | -24
> O=C1CCCC2=C1C(c1cn(-c3ccccc3)nc1-c1cccs1)c1c([nH]c(=O)[nH]c1=O)N2 (configuration not stated)
→ -0.3 | 0.9 | 1.1 | -9 | -5 | 0 | 0.95 | 5% | -3
> COC(=O)N/C(C)=C1/NC(=O)c2ccccc2C(c2ccccc2)N1 (configuration not stated)
→ -1.9 | 0.9 | 1 | -1 | -8 | 3 | 1.1 | 3% | -9
> CCC(=O)N1CCc2cc(Br)cc(S(=O)(=O)N3CCN(c4ccccn4)CC3)c21
→ 0.1 | 0.9 | 1 | 3 | -7 | 4 | 1.1 | 2% | -14
> Cc1c(C(=O)c2no[n+]([O-])c2C(=O)c2cnn(C)c2C)cnn1C
→ -0.7 | 1 | 0.97 | 46* | 0 | -2 | 1 | 3% | -19
> C=CCn1c(-c2ccoc2)n[nH]c1=S
→ -1.7 | 0.9 | 1 | -5 | -4 | -12 | 1.3 | 13% | -6
> O/N=C(\c1ccc2c(c1)OCCO2)C1CCCCC1
→ 2.8 | 1 | 0.9 | nt | 7 | -1 | 1.1 | 8% | -2
> COc1ccc(-c2nc(CSCC(=O)NCc3ccc4c(c3)OCO4)c(C)o2)cc1OC
→ 0.0 | 0.9 | 0.99 | -14 | 1 | -12 | 1 | 3% | -2
